# Source: PubChem (The Scripps Research Institute Molecular Screening Center)
# TbREL1 inh – TbREL1 inhibition, primary screen. inhibition, % at 9.66 µM. TbREL1 RNA ligation, FRET fluorescence. P86926. actives 0.49% (n = 89,000);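 active = inhibition above the mean inhibition across all screened compounds plus 3 SD, cut at about 11% in these data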;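 also: 0% = plate median of test wells and 100% = NSC42067 control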
# Target sequence (P86926 whole entry, looked up): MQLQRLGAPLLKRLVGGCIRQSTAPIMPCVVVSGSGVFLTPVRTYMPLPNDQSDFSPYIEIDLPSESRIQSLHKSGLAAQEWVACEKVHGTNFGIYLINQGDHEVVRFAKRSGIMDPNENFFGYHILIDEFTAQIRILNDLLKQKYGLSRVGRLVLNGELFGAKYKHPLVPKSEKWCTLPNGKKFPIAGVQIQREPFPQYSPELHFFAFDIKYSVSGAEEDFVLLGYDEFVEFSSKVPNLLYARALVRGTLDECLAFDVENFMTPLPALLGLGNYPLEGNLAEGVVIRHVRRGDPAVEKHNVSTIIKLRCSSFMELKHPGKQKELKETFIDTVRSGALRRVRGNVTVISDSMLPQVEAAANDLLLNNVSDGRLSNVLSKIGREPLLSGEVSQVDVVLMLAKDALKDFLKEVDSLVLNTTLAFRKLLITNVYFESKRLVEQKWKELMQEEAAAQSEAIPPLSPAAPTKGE
# Active calls of the source: *. These rows are one share of the data. The share of hits here may be higher or lower than overall.
TbREL1 inh | Molecule
-3 | COc1ccc(S(=O)(=O)N(C)CC(=O)N2CCOCC2)cc1
-2 | Cc1ccn2cc(CSc3ccccc3N)nc2c1
-3 | N#Cc1ccc(Oc2ccc(C(F)(F)F)cc2NC(=O)c2ccc(F)cc2)cc1
-6 | Cc1ccc2c(c1)c1c(n2CC(O)CNC(CO)(CO)CO)CCCC1 (stereo unspecified)
1 | C#CCN(C[C@H]1[C@H](OC(=O)NCc2ccccc2)[C@H](OC(=O)NCc2ccccc2)C[C@@H](C(=O)OC)[C@H]1C(=O)OC)S(=O)(=O)c1ccc(C)cc1
-2 | C[C@H](CO)N1C[C@H](C)[C@@H](CN(C)C(=O)NC2CCCCC2)Oc2c(cccc2N(C)C)C1=O
2 | Cc1nccn1CCc1nc(N)nc(N)n1
4 | CCOC(=O)c1c(NC(=O)CN2CCN(S(=O)(=O)c3cc(Cl)ccc3Cl)CC2)sc(C(=O)N(C)C)c1C
4 | C#Cc1ccc([C@@H]2C=C(C(=O)Nc3ccccc3)O[C@H](OCC)[C@H]2CCCO)cc1
2 | CN(C(=O)COC(=O)CSc1ccc([N+](=O)[O-])cc1)C1CCS(=O)(=O)C1 (stereo unspecified)
3 | Nc1ccc(-c2nc3ccc(-c4nc5ccccc5o4)cc3[nH]2)cc1
4 | Cc1nc2ccc(NC(=O)CSc3nnc(C)s3)cc2[nH]1
4 | CC(=O)NCCC(=O)Nc1nc(-c2cccs2)c(-c2cccs2)s1
3 | O=C(COC(=O)C1CC2CCCC(C1)C2=O)NNC(=O)c1ccccc1F (stereo unspecified)
-2 | C/C(=N\NC(=S)NCc1ccccc1)c1ccc2ccccc2c1
1 | CCOc1cc(NC(=S)NCCCOC)c(OCC)cc1NC(=O)c1ccco1
-2 | Cc1ccc(S(=O)(=O)N2CCOCC2)cc1C(=O)OC(C)C(=O)c1ccccc1 (stereo unspecified)
0 | CC1=C(C(=O)OCc2ccccc2)C(c2ccccc2-c2ccccc2)NC(=O)N1CCCCCC(=O)O (stereo unspecified)
1 | CC12CCC(=O)N1C(C(=O)NNC(=O)c1ccc(Cl)cc1)CS2 (stereo unspecified)
3 | COc1ccccc1Nc1nc(N)nc(CN2CCC(C)CC2)n1
-1 | COc1ccc(C(N)=O)cc1N
1 | CC1CN(C(=O)N2CCCCC2)CCN1C(=O)N1CCCCC1 (stereo unspecified)
0 | CC(C)(C)N/N=C/c1cc(Cl)cc([N+](=O)[O-])c1O
1 | O=C(COC(=O)c1ccc([N+](=O)[O-])o1)Nc1ccc(F)cc1
1 | COc1cccc(/C=C/C(=O)N2CCN(S(=O)(=O)c3ccccc3)CC2)c1
0 | CCN(C(=O)CSc1nnnn1-c1ccc(OC)cc1)C1CCS(=O)(=O)C1 (stereo unspecified)
-1 | Cc1ccc(CCNC(=O)C23CN(Cc4ccccc4)CC2C(c2cccc([N+](=O)[O-])c2)=NO3)cc1 (stereo unspecified)
-1 | CC(C)(C)c1ccc(S(=O)(=O)/N=C2\C=C(NS(=O)(=O)c3ccccc3)C(=O)c3ccccc32)cc1
-3 | O=C(C(=O)N1CCN(c2ccc(F)cc2)CC1)c1cn(CC(=O)N2CCOCC2)c2ccccc12
9 | O=C(CSCc1nc2ccccc2[nH]1)Nc1ccc2ccccc2c1

# The last 2 compounds of the section above come first, to join the parts:
TbREL1 inh | Molecule
-3 | O=C(C(=O)N1CCN(c2ccc(F)cc2)CC1)c1cn(CC(=O)N2CCOCC2)c2ccccc12
9 | O=C(CSCc1nc2ccccc2[nH]1)Nc1ccc2ccccc2c1
-1 | CC1=CC=CC2=NC(=O)CC(C)(C(=O)O)N12 (stereo unspecified)
-2 | N=c1c(C(=O)NCc2ccc3c(c2)OCO3)cc2c(=O)n3ccccc3nc2n1Cc1cccnc1
-4 | O=C(c1n[nH]c(=O)c2ccccc12)N1CCN(C2c3ccccc3-c3ccccc32)CC1
-3 | COc1ccc(C2C(=O)N(C3CCCCC3)CC(=O)N2C2CCCC2)cc1 (stereo unspecified)
-1 | CCCCC(=O)N/N=C(\C)c1cccc(NC(=O)C2CC2)c1
-1 | Cn1nnnc1SCC(=O)Nc1ccccn1
4 | COc1ccc2nc3oc(C(=O)N4CCCCC4)cc3cc2c1
-1 | CCC(CC)C(=O)Nc1nnc(SCC(=O)NC2CC2)s1
-1 | Cc1cs/c(=N/C(=S)Nc2ccccc2)n1C
-1 | CC(C)C(C(=O)NC1CCCC1)N(Cc1ccco1)C(=O)CNS(=O)(=O)c1ccccc1 (stereo unspecified)
-1 | COc1ccc(OC)c(CN2C(=O)CSCC2(C)c2nnnn2C2CCCC2)c1 (stereo unspecified)
7 | COc1ccc(C(C)(C)C)cc1NC(=O)COc1ccc(-c2nnco2)cc1
-3 | CCN(c1ccccc1)S(=O)(=O)c1cc(C(=O)Oc2ccc3c(C)cc(=O)oc3c2)ccc1C
-1 | C#CCNC(=O)c1cnn(-c2ccccc2)c1N
6 | COc1ccccc1OCCCCCCN1CCOCC1
2 | Cc1ccc(NC(=O)CNC(=O)COc2ccccc2)nc1
4 | O=C(O)CCC(=O)N(Cc1ccco1)c1nc(-c2ccccc2)cs1
0 | CC(C)(C)C(=O)Nc1ccc(C(=O)N/N=C/c2ccccc2OC(=O)c2ccccc2)cc1
-2 | CC1CCCCN1S(=O)(=O)c1cccc2cccnc12 (stereo unspecified)
0 | COc1ccc2nc(C)cc(N3CCOCC3)c2c1
-1 | CS(=O)(=O)Nn1cnc2ccccc2c1=O
1 | O=C(NCc1ccc(C(=O)N2CCOCC2)cc1)c1cccc(Br)c1
-4 | COCCN(C(=S)Nc1cccc(C)c1C)C(C)c1ccco1 (stereo unspecified)
2 | CCCc1ccc(Oc2cc(NN3CCCCC3)c([N+](=O)[O-])cc2[N+](=O)[O-])cc1
-3 | Nc1ccccc1Nc1cc(-c2ccccc2)nn1-c1cccc(Cl)c1
0 | Cc1ccc(C2Nc3ccccc3C(=O)N2Cc2ccco2)cc1 (stereo unspecified)
3 | O=[N+]([O-])c1cc(S(=O)(=O)NC2=NCCCCC2)ccc1Cl
2 | CCOc1cc(C(=O)O/N=C(\N)c2ccc([N+](=O)[O-])cc2)cc(OCC)c1OCC
-2 | CCN1CCN(C(c2ccccc2)c2nnnn2Cc2ccc3c(c2)OCO3)CC1 (stereo unspecified)
3 | Cc1ccc(OCCSCc2nc3ccccc3[nH]2)cc1

# Reformatted with each value named: entries from further up.
CC(C)(C)N/N=C/c1cc(Cl)cc([N+](=O)[O-])c1O
  TbREL1 inh: 0

COc1ccc2nc(C)cc(N3CCOCC3)c2c1
  TbREL1 inh: 0

Cc1ccc2c(c1)c1c(n2CC(O)CNC(CO)(CO)CO)CCCC1 (stereo unspecified)
  TbREL1 inh: -6

Nc1ccccc1Nc1cc(-c2ccccc2)nn1-c1cccc(Cl)c1
  TbREL1 inh: -3

# Quoted at random: 2 compounds from above.
TbREL1 inh | Molecule
2 | CCCc1ccc(Oc2cc(NN3CCCCC3)c([N+](=O)[O-])cc2[N+](=O)[O-])cc1
0 | CC(C)(C)C(=O)Nc1ccc(C(=O)N/N=C/c2ccccc2OC(=O)c2ccccc2)cc1

# Next records:
TbREL1 inh | Molecule
-3 | O=C(c1cn(-c2ccccc2)nc1-c1cccc(Br)c1)N1CCOCC1
-1 | Cc1onc(-c2c(F)cccc2Cl)c1C(=O)NCCO
9 | c1ccc(OCCNc2nc(NCC3CC3)nc3cc(-c4ccccc4)sc23)cc1
-1 | COC(=O)CC1CCc2cc(C)cc(C(=O)CC(C)C)c2O1 (stereo unspecified)
5 | COc1ccc2ccccc2c1C=NNC(=O)c1cc(-c2ccc(C)cc2)n[nH]1
2 | C/C(=N\NC(=O)c1csc(C)c1C)c1ccc(C)s1
7 | O=C(c1cc(-c2cccnc2)nc2ccccc12)N1CCN(S(=O)(=O)c2cccs2)CC1
5 | O=C(Nc1ccccc1Cl)c1cccc(COc2cc(Cl)ccc2Cl)c1
0 | Cc1ccc(NCC(=O)Nc2cccc(S(=O)(=O)N(C)C)c2)c(Cl)c1
-2 | CN(Cc1nc2ccccc2c(=O)[nH]1)C(=O)c1ccccc1OCc1ccc(Cl)cc1
9 | CC1(C)OC(=O)C(=NNc2ccc(C(=O)O)cc2)C(=O)O1
-2 | O=C(CC1CS(=O)(=O)CC1CC(=O)Nc1ccc2c(c1)OCCO2)Nc1ccc2c(c1)OCCO2 (stereo unspecified)
5 | O=C(Nc1ccc(F)cc1Cl)C1CCCN1S(=O)(=O)c1cccc2cccnc12 (stereo unspecified)
-3 | Cc1cc(C)n2nc(-c3sccc3-n3c(C)ccc3C)cc2n1
-1 | Cc1ccc(C(=O)CSc2nnc(-c3ccco3)n2C)cc1
0 | Cc1ccnn1CC(=O)N/N=C/c1cn[nH]c1-c1ccc(F)cc1
-2 | COC(=O)C(CC(=O)c1ccc(Br)cc1)n1nc(C)cc1C (stereo unspecified)
2 | O=C(Nc1cccc(C(F)(F)F)c1)c1ccc2nc(N3C(=O)CCC3=O)sc2c1
-2 | O=C(NC(=S)Nc1ccc(NC(=O)c2ccccc2)cc1)c1ccc(F)cc1
-1 | Cc1noc(C)c1COC(=O)c1cc2c(C)nn(-c3ccc(F)cc3)c2s1
3 | Cc1cc(C)n2cnnc2n1
1 | CCN(CC)C(=O)CSc1nc(-c2ccccc2)ccc1C#N
-2 | O=c1c2ccccc2nc(-c2ccoc2)n1CCc1ccccc1
2 | O=S1(=O)C=C(Oc2ccc(F)cc2)c2ccccc21
0 | COc1cc(C(=O)COC(=O)Cc2cnc3sccn23)cc(OC)c1OC
6 | COCCn1c(SCC(=O)N2CCCc3ccccc32)nc2ccccc2c1=O
1 | Brc1cccc(OCCSc2ncccn2)c1
6 | CC1OC1c1ccc(-c2ccc(C3OC3C)cc2)cc1 (stereo unspecified)
18* | Nc1ccc(-c2nc3ccc(N)cc3[nH]2)cc1
3 | COC(=O)c1nn(C)c(=O)[nH]c1=O

# Next records
TbREL1 inh | Molecule
7 | CCOC(=O)c1cc2c(=O)[nH]c(C(Cl)(Cl)Cl)nc2o1
0 | CC(C)[C@@H](N)C(=O)NC[C@H]1O[C@@H](n2cnc3c(=O)[nH]c(N)nc32)[C@H](O)[C@@H]1O
-6 | CC(C)C[C@@H]1O[C@H](CCc2ccccc2)Cc2[nH][nH]c(=O)c21
-2 | CCC(C#Cc1ccccc1)NCc1ccc(OC)cc1OC (stereo unspecified)
-1 | Cc1ccc(S(=O)(=O)N2[C@@H](c3ccc(C(C)(C)C)cc3)C(C(=O)O)=CC[C@H]2c2ccc(C(C)C)cc2)cc1
2 | O=C(c1ccco1)N1CCN(S(=O)(=O)c2ccc3c(c2)OCCO3)CC1
0 | CCC(=O)Nc1ccc(C(=O)N/N=C/c2cccnc2)cc1
-1 | O=C(NCc1cccnc1)Nc1ccccc1F
-3 | O=C(CSc1nc2ccccc2[nH]1)Nc1ccccc1N1CCOCC1
0 | CCCCCC(=O)Nc1ccc(C(=O)COC(=O)c2ccccn2)cc1
1 | CNC(=O)c1c(Cl)cnn1-c1ccccc1
0 | CCOCCCNC(=O)C(NC(=O)CNC(C)=O)c1ccc(Cl)cc1 (stereo unspecified)
0 | CCN(CC)c1nc(N)c2c(N)nc(OC)cc2c1C#N
-1 | c1cc(-c2noc(CC3CCCCC3)n2)ccn1
-3 | CC1=C(C(=O)Nc2ccc([N+](=O)[O-])cc2)C(c2cccc(C(F)(F)F)c2)NC(=S)N1c1ccccc1 (stereo unspecified)
-1 | CC(=O)NCCNC(=O)c1ccc(NC2=NC3CS(=O)(=O)CC3S2)cc1 (stereo unspecified)
2 | CCCN1CCCCC(NC(=O)c2ccccc2OC)C1=O (stereo unspecified)
-9 | CCCCCn1c(=O)[nH]c2cc(C(=O)N3CCN(C(=O)OCC)CC3)ccc2c1=O
6 | O=[N+]([O-])/C=C/c1ccc2c(ccn2Cc2ccccc2)c1
-3 | C[C@@]12CCC3[C@@](CCC4[C@@]3(C)CCC[C@@]4(C)C(=O)N3CCCCC3)(CC1=O)C2 (stereo partly specified)
1 | CC(Oc1ccccc1)C(=O)NNS(=O)(=O)c1ccc([N+](=O)[O-])cc1 (stereo unspecified)
-5 | Cc1cccc(OCC(=O)N/N=C/c2ccc(N(C)C)cc2)c1
0 | O=C(Nc1cccc(-c2cscn2)c1)C1CCN(Cc2ccsc2)CC1
-2 | CC(=O)N1[C@H](Cc2ccccc2)C=C[C@]1(C)C(=O)NCc1ccccn1
4 | CCc1ccc(NC(=O)Nc2ccon2)cc1
-2 | O=C(c1ccoc1)N1CCN(c2cc(-c3cccc(F)c3)nc3cc(-c4cccc(Cl)c4)nn23)CC1
-1 | Cc1cccc(/C(N)=N/OC(=O)c2ccncc2)c1
5 | COc1ccc(C(=O)Nc2ccc(S(=O)(=O)Nc3nccc(C)n3)cc2)cc1OC
2 | COc1ccc(NC(=O)Cn2cc(C#N)c3ccccc32)cc1
3 | COc1ccc(CC(=O)O/N=C(\N)c2ccncc2)cc1

# New compounds follow:
TbREL1 inh | Molecule
2 | COc1ccccc1NC(=O)C1=C(C)NC2=C(C(=O)CCC2)C1c1ccc(C)o1 (stereo unspecified)
2 | O=CNc1ccccc1Oc1ccccc1
-3 | OCCN1CCN(c2ncnc3nc[nH]c23)CC1
-2 | O=C(NCc1ccccc1OC(F)(F)F)C1CCC(=O)N(C2CC2)C1 (stereo unspecified)
0 | O=C(CN1C(=O)c2ccccc2S1(=O)=O)NCCSCc1ccco1
1 | COc1ccc(NS(=O)(=O)c2cc(NC(=O)[C@@H](NC(=O)c3ccccc3)C(C)C)ccc2C)cc1
1 | COC(=O)C1CCN(C(=O)CCn2nnc(-c3cccs3)n2)CC1
1 | Cc1ccc(C(=O)C(C(=O)/C=C/c2ccccc2)=C2SCCCS2)cc1
2 | Cc1ccc(N2C(=O)CC(N3CCN/C3=C3\CC/C(=C\c4ccccc4)C3=O)C2=O)cc1 (stereo unspecified)
-5 | O=C(NCc1ccccc1)O[C@@H]1CC[C@@]23CCCN2C(=O)CCC[C@H]3C1
4 | CC(C)C[C@H](NC(=O)c1ccccc1)C(=O)N1CCC[C@H]1C(=O)NCc1ccccc1

# Taken from above:
# `COc1cccc(/C=C/C(=O)N2CCN(S(=O)(=O)c3ccccc3)CC2)c1` | TbREL1 inh = 1
# `CCOc1cc(NC(=S)NCCCOC)c(OCC)cc1NC(=O)c1ccco1` | TbREL1 inh = 1
